Assay outcomes deposited in PubChem BioAssay by National Center for Advancing Translational Sciences (NCATS).
Pf growth 48h: inhibits P. falciparum growth in the first generation, 48 h. P. falciparum luciferase growth in erythrocytes, 48 h. Potency, µM (highest dose often 28.7 µM), without a hit: top-dose activity change, negative = inhibition, actives largely listed as inhibitors. 5.9% of 310,000 active. AID 504832; further: potency means the concentration at half of the fitted maximal effect; on the % scale 0 is the no-effect control and ±100 the full control effect
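Luciferase-expressing parasites in RBCs, 2% Hct / 0.1% parasitemia final; RPMI 1640 + 0.5% Albumax; 37 C, 5% CO2, one generation; luminescence read-out, lower signal = inhibition.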
Cycloheximide cs: affects cycloheximide protein synthesis inhibition readout, counter-screen | cell reporter, cycloheximide protein synthesis inhibition counterscreen | max response, % | 12% of 300,000 active | AID 2314; in the data active means max response mostly above about 13%, no sharp cut-off; inactive means mostly below about 14%; further: read at 38.3 µM for the half of the compounds with a filed dose; 0% is about no effect
LmPK inhibitor: blocks Leishmania mexicana pyruvate kinase activity. Potency, µM (highest dose often 57.5 µM), for the others: at the highest dose activity change, negative = inhibition, usual class: inhibitors. 0.37% of 290,000 active. Q27686. AID 1721. purified LmPK, Kinase-Glo ATP luminescence, 1 h; further: potency means the concentration at half of the fitted maximal effect; on the % scale 0 is the no-effect control and ±100 the full control effect
Target sequence (Q27686 whole entry, looked up): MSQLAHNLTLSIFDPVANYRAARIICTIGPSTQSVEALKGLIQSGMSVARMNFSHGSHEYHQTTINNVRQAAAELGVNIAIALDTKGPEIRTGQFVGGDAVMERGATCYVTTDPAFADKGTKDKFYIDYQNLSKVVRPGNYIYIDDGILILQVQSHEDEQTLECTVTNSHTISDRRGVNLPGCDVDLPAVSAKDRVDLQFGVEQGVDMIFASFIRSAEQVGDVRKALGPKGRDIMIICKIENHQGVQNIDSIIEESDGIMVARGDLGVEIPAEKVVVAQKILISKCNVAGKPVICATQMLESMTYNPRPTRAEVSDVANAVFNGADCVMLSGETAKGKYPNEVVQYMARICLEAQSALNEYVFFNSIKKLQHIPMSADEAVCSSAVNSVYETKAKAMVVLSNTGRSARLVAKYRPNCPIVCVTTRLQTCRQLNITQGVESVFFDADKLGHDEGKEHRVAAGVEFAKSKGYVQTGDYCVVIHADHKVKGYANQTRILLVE
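0.1 nM LmPK, 0.5 mM PEP, 0.1 mM ADP; 50 mM imidazole pH 7.2, 7 mM MgCl2, 50 mM KCl; 1 h RT. Kinase-Glo luminescence readout, normalized to no-enzyme (full inhibition) and uninhibited wells.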
HCV inh: blocks hepatitis C virus. Huh7.5.1 HCVcc-Cre infection, luciferase reporter, 44 h. Potency, µM (top dose mostly 41.8 µM), for inactives: at the top dose activity change, negative = inhibition, hits mostly inhibitors. 3.4% of 340,000 active. AID 651820; further: potency means the concentration at half of the fitted maximal effect; on the % scale 0 is the no-effect control and ±100 the full control effect
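1,000 cells/well; 4 h culture; + compound; + HCVcc-Cre (~0.5 moi); 44 h; luciferase substrate, RT 15 min; read 15 sec.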
TbPYK inhibitor: blocks Trypanosoma brucei pyruvate kinase | TbPYK enzyme, Kinase-Glo Plus ATP luminescence, 45 min | 0.12% of 410,000 active | Q57TT1 | Potency, µM (highest dose often 76.8 µM), without a hit: top-dose activity, negative = inhibition, most hits filed as inhibitors; further: potency means the concentration at half of the fitted maximal effect; on the % scale 0 is the no-effect control and ±100 the full control effect; nearly all actives have a fitted effect of over 50% in size
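Quantitative HTS: titrated library compounds versus trypanosomal pyruvate kinase in TEA buffer (pH 7.2) containing KCl, MgCl2, BSA and Tween-20. Reactions were initiated with ADP, 130 uM final. Kinase-Glo Plus luminescence was read after 45 min at RT.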
Shiga toxin inh: blocks Shiga toxin action in Vero cells | 9.2% of 290,000 active | inhibition, % at 38.7 µM | Vero cells, Shiga toxin protein synthesis inhibition reporter | AID 2315; in the data active means inhibition mostly above about 28%, no sharp cut-off; inactive means mostly below about 43%; further: 0% is about no effect
Pf growth 96h: inhibits malaria parasite growth, 96 h; P. falciparum luciferase reporter growth, 96 h; Potency, µM (highest dose often 28.7 µM), for the others: at the highest dose activity change, negative = inhibition, hits mostly inhibitors; 6.9% of 320,000 active; AID 504834; further: potency means the concentration at half of the fitted maximal effect; on the % scale 0 is the no-effect control and ±100 the full control effect
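Delayed-death screen, second-generation endpoint: infected erythrocytes, 2% hematocrit, 0.05% parasitemia final; 96 hours at 37 C, 5% CO2; luciferase detection reagent; luminescence decrease equals reduced growth.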
An asterisk follows results filed as active; ? = inconclusive; . = no result given; [ ] = dose if it differs, or a comment. Unless noted, the call rests on the fitted dose curve; in most records, active means well fitted curve in the direction sought with a large enough effect; inconclusive means small, poorly fitted or top-dose-only effect, or another doubt; inactive means no such curve, though single readings can be large; an effect the other way counts as inactive or inconclusive.

#1 COc1ccc(NC(=O)C2CCCN(c3ncccn3)C2)cc1 (stereo unspecified)
#2 O=C(NC(=S)Nc1ccc2oc(-c3cccnc3)nc2c1)c1cccc(Cl)c1
#3 Cc1ccc(OCC(=O)N2CCN(c3nnc(-c4ccc(C)cc4)c4ccccc34)CC2)cc1
#4 COc1ccccc1N1C(=O)c2ccccc2NC1C(OC)OC (stereo unspecified)
#5 O=C(NCc1ccco1)C1CCCN1C(=O)Nc1ccccc1 (stereo unspecified)
#6 CCN(CC(=O)Nc1cccc(S(=O)(=O)N(C)c2ccccc2)c1)Cc1cccs1
Compound,1,2,3,4,5,6
Pf growth 48h,59%[activator],43%[activator],.,5%,2%,?
Cycloheximide cs,30*,-2,1,-3,-7,.
LmPK inhibitor,2%,0%,1%,1%,-3%,.
HCV inh,6%,-10%,8.9µM*,2%,13%,35µM*
TbPYK inhibitor,-7%,-15%,-21%,-7%,1%,-1%
Shiga toxin inh,92*,-8,-11,-1,-15,.
Pf growth 96h,-3%,-19%,2.9µM*,-2%,?,?

#7 O=C(Nc1nnc(-c2ccco2)o1)c1ccc(Cl)s1
#8 O=C(Nc1nccs1)c1cnccn1
#9 CC(=O)c1ccc(NC(=S)NC(=O)/C=C/c2ccccc2)cc1
#10 COc1ccccc1OCCSc1nc2ccccc2n1CC(N)=O
#11 COc1ccc(NC(=O)CSc2nnc(-c3ccccc3F)n2C2CC2)cc1S(N)(=O)=O
#12 COc1ccc2[nH]c3c(=O)n(CCCC(=O)NC4CCC(C)CC4)c(=S)[nH]c3c2c1 (stereo unspecified)
Compound,7,8,9,10,11,12
Pf growth 48h,3%,22%,22%,38%[activator],18%,19%
Cycloheximide cs,2,2,24*,-3,-4,-10
LmPK inhibitor,0%,2%,-2%,5%,-8%,-9%
HCV inh,-27%,13%,8%,9%,-18%,9%
TbPYK inhibitor,-3%,4%,-8%,-2%,-13%,-17%
Shiga toxin inh,19,24,38*,-13,19,3
Pf growth 96h,?,51%[activator],11%,18%,15%,10%

#13 COc1ccc(C(CNC(=O)Cc2ccccc2Cl)N2CCCCC2)cc1 (stereo unspecified)
#14 CN(C)CCCN(Cc1ccccc1)C(=S)Nc1cccc(C(F)(F)F)c1
#15 Cn1c(=O)c(-c2ccccc2)nn2c3ccccc3nc12
#16 CC(C)c1ccc(NC(=O)C2CCCN(S(=O)(=O)c3cccnc3)C2)cc1 (stereo unspecified)
#17 O=C(Nc1ccccc1)Nc1nnc(Cc2ccccc2F)s1
#18 O=C(Cc1ccccc1)Nc1cc(C(=O)c2ccccc2)ccc1N1CCOCC1
Compound,13,14,15,16,17,18
Pf growth 48h,4%,?,17%,?,0%,.
Cycloheximide cs,2,-2,-3,6,2,-2
LmPK inhibitor,-2%,1%,-1%,6%,1%,2%
HCV inh,10%,11µM*,9%,?,1%,?
TbPYK inhibitor,2%,-18%,2%,6%,0%,.
Shiga toxin inh,-7,-11,1,-4,-2,-9
Pf growth 96h,4%,?,12%,?,?,5.2µM*

#19 CC(=O)Nc1ccc(S(=O)(=O)N2CCC(C(=O)NCCC(=O)NCc3ccncc3)CC2)cc1
#20 CCN(CC)CCSc1nc(O)c(-c2ccccc2)c(=O)n1-c1ccccc1
#21 O=C(C1CCN(S(=O)(=O)c2ccccc2)CC1)N1CCOCC1
#22 O=C(CCN1CCN(c2ccccc2F)CC1)Nc1ccccc1Cl
#23 CCOC(=O)N1CCN(C(=O)CN(c2ccc(OC)c(OC)c2)S(C)(=O)=O)CC1
#24 COc1ccc(-c2csc3ncnc(N4CCN(S(=O)(=O)c5cccc(C(F)(F)F)c5)CC4)c23)cc1
Compound,19,20,21,22,23,24
Pf growth 48h,-9%,-9%,-14%,?,43%[activator],10µM*
Cycloheximide cs,-1,-2,4,-3,1,.
LmPK inhibitor,-1%,3%,4%,2%,3%,.
HCV inh,20%,-6%,10%,-4%,9%,?
TbPYK inhibitor,0%,-3%,3%,6%,-1%,-4%
Shiga toxin inh,-6,-13,-8,-5,56,.
Pf growth 96h,-19%,21%,.,?,-14%,1%

#25 CCc1sc(C(=O)Nc2cccnc2)cc1Br
#26 COc1cc2c(cc1OC)CN(Cc1ccccc1)CC2
#27 COc1cccc(N(C(=O)CS(=O)CC(=O)Nc2ccc(F)cc2)C(C(=O)NC2CCCCC2)c2cccs2)c1 (stereo unspecified)
#28 Cc1ccccc1C=O
#29 CCOC(=O)CSc1nnc([C@@H](NC(=O)OC(C)(C)C)C(C)C)o1
#30 COc1cc(/C=N/NC(=O)C2CCN(CC(O)COCc3ccccc3)CC2)ccc1O (stereo unspecified)
Compound,25,26,27,28,29,30
Pf growth 48h,?,1%,-24%,6%,?,?
Cycloheximide cs,30*,-3,7,.,-5,-5
LmPK inhibitor,-5%,-3%,3%,.,2%,2%[11.5 µM]
HCV inh,-6%,4%,?,14%,-10%,4%
TbPYK inhibitor,-4%,-8%,-17%,4%,-22%,-5%
Shiga toxin inh,47*,-1,8,.,-3,-6
Pf growth 96h,-5%,?,?,-28%,?,-1%

Compound profiles, as listed above.
`COc1cccc(N(C(=O)CS(=O)CC(=O)Nc2ccc(F)cc2)C(C(=O)NC2CCCCC2)c2cccs2)c1` (stereo unspecified) across the screens: Pf growth 48h = -24%; Cycloheximide cs = 7; LmPK inhibitor = 3%; HCV inh = ?; TbPYK inhibitor = -17%; Shiga toxin inh = 8; Pf growth 96h = ?
`COc1cc2c(cc1OC)CN(Cc1ccccc1)CC2` across the screens: Pf growth 48h = 1%; Cycloheximide cs = -3; LmPK inhibitor = -3%; HCV inh = 4%; TbPYK inhibitor = -8%; Shiga toxin inh = -1; Pf growth 96h = ?

The list goes on:
#31 CCOC(=O)N1CCN(C(=O)c2ccc3c(c2)ncn3C2CCCC2)CC1
#32 O=C(N/N=C/c1ccc(F)cc1)c1ccc(-n2cnnn2)cc1
#33 O=C(C1=C[C@H](C2CCCCC2)C[C@H](OCCCCO)O1)N1CCN(Cc2ccc3c(c2)OCO3)CC1
#34 Cc1ccc(S(=O)(=O)N2CCCC2CNC(=O)c2ccc(F)c(F)c2)cc1 (stereo unspecified)
#35 CCN(c1ccccc1C)S(=O)(=O)c1cc2c3c(c1)CCN3C(=O)CC2
#36 COC(=O)C(CC(=O)c1ccc(C)cc1)n1nc(C)cc1C (stereo unspecified)
Compound,31,32,33,34,35,36
Pf growth 48h,-13%,?,12µM*,10µM*,?,15%
Cycloheximide cs,0,.,-3,.,.,-1
LmPK inhibitor,-1%,.,10%,.,.,0%
HCV inh,22%,?,?,?,29%,0%
TbPYK inhibitor,-3%,3%,1%,-4%,-6%,-3%
Shiga toxin inh,-13,.,-7,.,.,-2
Pf growth 96h,11%,-1%,5.9µM*,?,-15%,?

#37 Cc1ccc(-c2nc(SCC(=O)Nc3ccccc3OC(F)F)c3c(C)c(C(=O)O)sc3n2)cc1
#38 CCc1ccc(OCC(=O)NNC(=O)CNC(=O)c2ccc(Br)o2)cc1
#39 O=C(Nc1ccc(N2CCOCC2)cc1)C1CC(=O)N(c2ccccc2)C1 (stereo unspecified)
#40 COc1ccc(CCNC(=O)CN2C(=O)c3cccc4cccc(c34)C2=O)cc1OC
#41 Cc1ccc(S(=O)(=O)Nc2ccc(OCC(=O)N3CCOCC3)cc2)c(C)c1NS(C)(=O)=O
#42 O=C(COc1ccccc1[N+](=O)[O-])N/N=C/c1ccc(OC(=O)c2ccco2)cc1
Compound,37,38,39,40,41,42
Pf growth 48h,-25%,-10%,7%,12%,-17%,50%[activator]
Cycloheximide cs,-3,.,9,-3,-8,10
LmPK inhibitor,2%,.,0%,0%,0%,8%
HCV inh,.,11%,17%,-3%,4%,-24%
TbPYK inhibitor,.,10%,3%,-5%,2%,-2%
Shiga toxin inh,-1,.,20,-3,15,35
Pf growth 96h,?,5%,50%[activator],10µM*,?,?

#43 COc1cc2c(=O)n(Cc3ccccc3)c(=O)n(CC(=O)NCCc3ccccc3)c2cc1OC
#44 O=C(Cc1ccc(O)cc1)N/N=C/c1cccnc1
#45 CCOC(=O)C1CCN(c2c(NCCCN(CC)c3ccccc3)c(=O)c2=O)CC1
#46 Cc1ccc(C)c(N2CCN(C(=O)Cc3c(C(=O)O)[nH]c4ccc(Cl)cc34)CC2)c1
#47 COC(=O)[C@H](CC(C)C)NC(=O)N1CCCCC1
#48 CCc1c(C(=O)NCCc2cccc(C)c2)[nH]c(C)c1C(C)=O
Compound,43,44,45,46,47,48
Pf growth 48h,-2%,16%,-18%,-1%,14%,-27%
Cycloheximide cs,-1,2,-2,-2,-1,5
LmPK inhibitor,8%,-3%,6%,8%,-2%,-2%
HCV inh,?,-1%,?,1%,23%,-21%
TbPYK inhibitor,-2%,-6%,0%,-6%,-17%,2%
Shiga toxin inh,-11,22,0,-3,5,39
Pf growth 96h,?,9%,?,25%,20%,?

#49 CCOc1ccc(CN(C)C(C)C(=O)NCCc2ccc(F)cc2)cc1 (stereo unspecified)
#50 CC(C)(C)c1ccc(C(=O)CSc2nc3ccccc3c(=O)[nH]2)cc1
#51 Cc1ccc2c(c1)c1c(n2CC(O)CNC2CCCCC2)CCCC1 (stereo unspecified)
#52 CCOc1ccc(S(=O)(=O)N2CCN(c3ccccn3)CC2)cc1
#53 O=C(Nc1cccc(Cl)c1)OCc1ccccn1
#54 CCCc1cc(CNC(=O)C2CCC(=O)N(Cc3ccccc3F)C2)on1 (stereo unspecified)
Compound,49,50,51,52,53,54
Pf growth 48h,-18%,3%,2.9µM*,21%,93%[activator],0%
Cycloheximide cs,14,12,-12,1,26,-4
LmPK inhibitor,1%,5%,11%,2%,-2%,1%
HCV inh,?,-24%,4.5µM*,-8%,-13%,2%
TbPYK inhibitor,-1%,-4%,-3%,-12%,-1%,1%
Shiga toxin inh,3,21,-24,27,98*,31
Pf growth 96h,?,.,26%,-26%,154%[activator],?

#55 O=C(NCc1cccnc1)c1cccn2c(=O)c3sccc3nc12
#56 CC(=O)O[C@H]1CC[C@@]2(C)C(CCC3C2CC[C@]2(C)OC(=O)CCC32)C1 (stereo partly specified)
#57 O=C(NC1CCCCC1)N1CCc2ccccc2C1
#58 COc1ccc(CNC(=O)C/C(C)=N/NC(=O)Cc2ccc(OC)c(OC)c2)cc1
Compound,55,56,57,58
Pf growth 48h,6%,-18%,9%,?
Cycloheximide cs,-4,-3,-3,-2
LmPK inhibitor,-7%,6%,5%,0%
HCV inh,-23%,-18%,13%,21%
TbPYK inhibitor,5%,-1%,3%,-1%
Shiga toxin inh,-33,10,69,-5
Pf growth 96h,-25%,?,-5%,?
